Screening data deposited in PubChem BioAssay by Broad Institute.
INS-1E ATP HTS: rescue of cytokine-induced death in INS-1E beta cells. INS-1E cytokine-induced death, ATP luminescence, 48 h; normalised: neutral wells 0, positive control 100. 20,000 tested, 0.1% active. protection from cytokine-induced ATP loss, % at 10 µM;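 active = mean replicate protection from cytokine-induced ATP loss at least 50% and at least 75% of replicates each reaching 50%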
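Test system: INS-1E rat cells | Quantity: 8000 cells per well | Medium: Phenol-red-free RPMI with 5% fetal bovine serum | Reagent: Cytokine cocktail of IFN-γ, TNF-α and IL-1β | Doses: One compound concentration, pin transfer | Timing: 48 h co-treatment, 10 min post-lysis read | Technique: Luminescent ATP assay (CellTiter-Glo)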
T cruzi intra: inhibitors of intracellular Trypanosoma cruzi; AID 651903; 22,000 tested, 4.9% active; activity score (inhibition), % at 5.01 µM; intracellular Trypanosoma cruzi in host cells, plate reader; in the data active = activity score above about 55%;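 also: parasites and compound incubated about four days before reading; 0% = median of neutral control wells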
Numbers without * were called inactive; / = not tested or not shown.

Fields: T cruzi intra | INS-1E ATP HTS
CC(C)NC(=O)Nc1cccc2c1O[C@@H](CN(C)Cc1ccc(Cl)c(Cl)c1)[C@H](C)CN([C@H](C)CO)C2=O
    41 | -8
C[C@H](CO)N1C[C@H](C)[C@H](CN(C)C(=O)Nc2ccc(C(F)(F)F)cc2)Oc2c(NS(=O)(=O)c3ccccc3)cccc2C1=O
    32 | -27
C[C@H](CO)N1C[C@H](C)[C@H](CN(C)Cc2ccc(C(F)(F)F)cc2)Oc2c(NS(=O)(=O)c3cccs3)cccc2C1=O
    20 | -17
COc1ccc(CN(C)C[C@@H]2Oc3ccc(NC(=O)Nc4ccc(C(F)(F)F)cc4)cc3C(=O)N([C@@H](C)CO)C[C@@H]2C)cc1
    41 | -21
C[C@H](CO)N1C[C@H](C)[C@H](CN(C)C(=O)Nc2ccc3c(c2)OCO3)Oc2ccc(NC(=O)Nc3ccc(F)cc3)cc2C1=O
    19 | 6
C[C@H]1CN([C@@H](C)CO)C(=O)c2cc(NC(=O)Nc3cccc4ccccc34)ccc2O[C@H]1CN(C)C(=O)Nc1ccc2c(c1)OCO2
    6 | -9
C[C@@H]1CN([C@@H](C)CO)C(=O)c2cc(NC(=O)C3CCCCC3)ccc2O[C@@H]1CN(C)C(=O)Nc1ccc(C(F)(F)F)cc1
    36 | -25
C[C@H]1CN([C@@H](C)CO)C(=O)Cc2cc(NC(=O)NC3CCCCC3)ccc2O[C@H]1CN(C)S(=O)(=O)c1ccccc1
    8 | 7
C[C@H](CO)N1C[C@H](C)[C@H](CN(C)C(=O)c2cc(-c3ccccc3)on2)OCc2cn(nn2)CCCC1=O
    -17 | 0
C[C@@H]1CN([C@@H](C)CO)C(=O)c2cc(NC(=O)Nc3ccccc3)ccc2O[C@@H]1CN(C)C(=O)Nc1ccc2c(c1)OCO2
    -16 | 3
COc1ccc(NC(=O)Nc2ccc3c(c2)C(=O)N([C@H](C)CO)C[C@H](C)[C@H](CN(C)C(=O)Nc2ccc(OC)cc2)OCCCC[C@@H](C)O3)cc1
    -2 | 7
C[C@@H]1CN([C@@H](C)CO)C(=O)c2cc(NC(=O)CCC(F)(F)F)ccc2O[C@@H]1CN(C)C(=O)Nc1cccc2ccccc12
    -3 | /
Cc1noc(C)c1NC(=O)Nc1cccc2c1O[C@@H](CN(C)C(=O)NC1CCCCC1)[C@@H](C)CN([C@H](C)CO)C2=O
    4 | 2
C[C@H]1CN([C@@H](C)CO)C(=O)c2cc(NS(=O)(=O)c3ccccc3)ccc2O[C@H]1CN(C)Cc1ccc(-c2ccccc2)cc1
    -4 | -9
C[C@@H]1CN([C@H](C)CO)C(=O)Cc2cc(NC(=O)c3ccncc3)ccc2O[C@H]1CN(C)C(=O)Nc1cccc2ccccc12
    -20 | 4
C[C@@H]1CCCCO[C@H](CN(C)Cc2ccc(C(=O)Nc3ccccc3N)cc2)[C@@H](C)CN([C@H](C)CO)C(=O)c2cc(NS(=O)(=O)c3cccs3)ccc2O1
    29 | 10
COc1ccc(CN(C)C[C@H]2Oc3ccc(NC(=O)Nc4c(C)noc4C)cc3CC(=O)N([C@@H](C)CO)C[C@H]2C)cc1
    -6 | -4
C[C@H]1CN([C@@H](C)CO)C(=O)c2cccc(NC(=O)Nc3ccc(C(F)(F)F)cc3)c2O[C@@H]1CN(C)C(=O)NC1CCCCC1
    20 | -30
C[C@@H]1CN([C@H](C)CO)C(=O)CCCn2cc(nn2)CO[C@H]1CN(C)S(=O)(=O)c1ccc(F)cc1
    -19 | /
CNC[C@@H]1Oc2ccc(NC(=O)Nc3ccccc3)cc2C(=O)N([C@@H](C)CO)C[C@@H]1C
    -2 | -3
C[C@H]1CN([C@@H](C)CO)C(=O)Cc2cc(NC(=O)Cc3ccccc3)ccc2O[C@@H]1CN(C)S(=O)(=O)c1ccc(Cl)cc1
    -4 | 7
Cc1noc(C)c1S(=O)(=O)Nc1cccc2c1O[C@H](CN(C)C(=O)NC1CCCCC1)[C@H](C)CN([C@H](C)CO)C2=O
    3 | 10
COc1ccc(S(=O)(=O)Nc2ccc3c(c2)C(=O)N([C@H](C)CO)C[C@H](C)[C@H](CN(C)Cc2ccc(Cl)c(Cl)c2)OCCCC[C@@H](C)O3)cc1
    57* | -8
C[C@H]1CN([C@@H](C)CO)C(=O)c2cc(NS(=O)(=O)c3cccs3)ccc2O[C@H]1CN(C)S(=O)(=O)c1ccc(Cl)cc1
    1 | -7
C[C@@H]1CCCCO[C@@H](CN(C)CC2CC2)[C@@H](C)CN([C@H](C)CO)C(=O)c2cc(NC(=O)C3CCCCC3)ccc2O1
    4 | 2
Cc1ccc(S(=O)(=O)Nc2ccc3c(c2)CC(=O)N([C@H](C)CO)C[C@H](C)[C@H](CN(C)S(=O)(=O)c2ccc(F)cc2)O3)cc1
    -5 | 13
C[C@H](CO)N1C[C@H](C)[C@H](CN(C)S(=O)(=O)c2ccccc2)Oc2ccc(NC(=O)Cn3cnnn3)cc2C1=O
    4 | /
C[C@@H]1CN([C@@H](C)CO)C(=O)c2cccc(NC(=O)c3ccncc3)c2O[C@H]1CN(C)S(=O)(=O)c1ccc(F)cc1
    -22 | 10
C[C@@H]1CCCCO[C@@H](CN(C)C(=O)Nc2ccc3c(c2)OCO3)[C@@H](C)CN([C@H](C)CO)C(=O)c2cc(NS(=O)(=O)c3ccc(F)cc3)ccc2O1
    -26 | 25
C[C@@H]1CN([C@@H](C)CO)C(=O)c2cccc(NC(=O)C3CC3)c2O[C@H]1CN(C)C(=O)Nc1ccc(C(F)(F)F)cc1
    47 | 3
C[C@H](CO)N1C[C@H](C)[C@H](CN(C)S(=O)(=O)c2ccc(F)cc2)Oc2ccc(NC(=O)Nc3ccc4c(c3)OCO4)cc2CC1=O
    3 | -3
O=C(CCCCCCC(=O)N/N=C/c1ccc(OCCO)cc1)NO
    6 | 116*
C[C@H]1CN([C@@H](C)CO)C(=O)Cc2cc(NS(=O)(=O)c3ccccc3)ccc2O[C@H]1CN(C)Cc1ccc2c(c1)OCO2
    -3 | -4
C[C@H](CO)N1C[C@H](C)[C@H](CN(C)S(=O)(=O)c2cn(C)cn2)Oc2ccc(NC(=O)CCC(F)(F)F)cc2CC1=O
    -11 | 10
O=C(N/N=C/c1ccc(F)cc1)c1ccccc1O
    -18 | -20
C[C@@H]1CN([C@H](C)CO)C(=O)c2cccc(NC(=O)c3ccc(-c4nccs4)cc3)c2O[C@@H]1CN(C)Cc1ccc(C(F)(F)F)cc1
    44 | -23
C[C@H](CO)N1C[C@H](C)[C@H](CN(C)Cc2ccc(C(=O)O)cc2)Oc2ccc(NC(=O)Nc3cccc4ccccc34)cc2CC1=O
    2 | 5
COc1ccc(S(=O)(=O)N(C)C[C@H]2Oc3c(NS(=O)(=O)c4cn(C)cn4)cccc3C(=O)N([C@@H](C)CO)C[C@H]2C)cc1
    6 | -1
C[C@@H]1CN([C@@H](C)CO)C(=O)c2cccc(NC(=O)Nc3ccccc3)c2O[C@H]1CN(C)C(=O)Nc1cccc2ccccc12
    -18 | 1
Cc1noc(C)c1NC(=O)Nc1ccc2c(c1)C(=O)N([C@H](C)CO)C[C@H](C)[C@H](CN(C)S(=O)(=O)c1ccc(F)cc1)OCCCC[C@@H](C)O2
    -4 | -2

Of the compounds above, 5 have two or more sulfur atoms.
Fields: T cruzi intra | INS-1E ATP HTS
C[C@H](CO)N1C[C@H](C)[C@H](CN(C)Cc2ccc(C(F)(F)F)cc2)Oc2c(NS(=O)(=O)c3cccs3)cccc2C1=O
    20 | -17
C[C@@H]1CCCCO[C@H](CN(C)Cc2ccc(C(=O)Nc3ccccc3N)cc2)[C@@H](C)CN([C@H](C)CO)C(=O)c2cc(NS(=O)(=O)c3cccs3)ccc2O1
    29 | 10
C[C@H]1CN([C@@H](C)CO)C(=O)c2cc(NS(=O)(=O)c3cccs3)ccc2O[C@H]1CN(C)S(=O)(=O)c1ccc(Cl)cc1
    1 | -7
Cc1ccc(S(=O)(=O)Nc2ccc3c(c2)CC(=O)N([C@H](C)CO)C[C@H](C)[C@H](CN(C)S(=O)(=O)c2ccc(F)cc2)O3)cc1
    -5 | 13
COc1ccc(S(=O)(=O)N(C)C[C@H]2Oc3c(NS(=O)(=O)c4cn(C)cn4)cccc3C(=O)N([C@@H](C)CO)C[C@H]2C)cc1
    6 | -1

(further entries)
Fields: T cruzi intra | INS-1E ATP HTS
C[C@H](CO)N1C[C@H](C)[C@H](CN(C)S(=O)(=O)c2cccs2)Oc2c(NS(=O)(=O)c3cn(C)cn3)cccc2C1=O
    -31 | 21
C[C@H](CO)N1C[C@H](C)[C@@H](CN(C)S(=O)(=O)c2ccc(F)cc2)Oc2ccc(NS(=O)(=O)c3ccccc3)cc2C1=O
    13 | -6
CC(C)NC(=O)Nc1cccc2c1O[C@H](CN(C)S(=O)(=O)c1ccc(Cl)cc1)[C@H](C)CN([C@@H](C)CO)C2=O
    45 | -1
C[C@H](CO)N1C[C@H](C)[C@@H](CN(C)Cc2ccc(C(=O)Nc3ccccc3N)cc2)Oc2c(NS(=O)(=O)c3ccc(Cl)cc3)cccc2C1=O
    49 | -15
Cc1ccc(S(=O)(=O)N(C)C[C@@H]2OCCCC[C@@H](C)Oc3ccc(NS(=O)(=O)c4c(C)noc4C)cc3C(=O)N([C@H](C)CO)C[C@@H]2C)cc1
    -14 | 8
Cc1noc(C)c1S(=O)(=O)Nc1ccc2c(c1)CC(=O)N([C@@H](C)CO)C[C@H](C)[C@H](CN(C)C(=O)NC(C)C)O2
    -12 | 5
COc1ccc(NC(=O)Nc2ccc3c(c2)C(=O)N([C@H](C)CO)C[C@H](C)[C@H](CN(C)CC2CC2)OCCCC[C@@H](C)O3)cc1
    2 | -5
C[C@@H]1CCCCO[C@H](CN(C)C(=O)CCCN(C)C)[C@@H](C)CN([C@H](C)CO)C(=O)c2cc(NS(=O)(=O)c3ccc(F)cc3)ccc2O1
    -11 | -1
C[C@H](CO)N1C[C@H](C)[C@H](CN(C)Cc2ccc(Cl)c(Cl)c2)Oc2ccc(N(C)C)cc2C1=O
    34 | -5
C[C@H]1CN([C@@H](C)CO)C(=O)c2cc(NC(=O)Nc3ccc4c(c3)OCO4)ccc2O[C@@H]1CN(C)S(=O)(=O)c1ccc(Cl)cc1
    3 | /
C[C@H]1CN([C@@H](C)CO)C(=O)c2cc(NS(=O)(=O)c3ccc(Cl)cc3)ccc2O[C@@H]1CN(C)Cc1ccccc1
    12 | /
C[C@@H]1CN([C@@H](C)CO)C(=O)c2cccc(NC(=O)C3CCCCC3)c2O[C@@H]1CN(C)C
    0 | 2
C[C@@H]1CN([C@H](C)CO)C(=O)c2cccc(NC(=O)c3nc4ccccc4s3)c2O[C@H]1CN(C)S(C)(=O)=O
    8 | 1
C[C@H]1CN([C@@H](C)CO)C(=O)Cc2cc(NS(=O)(=O)c3ccc(F)cc3)ccc2O[C@H]1CN(C)S(=O)(=O)c1cccs1
    6 | 0
C[C@@H]1CN([C@@H](C)CO)C(=O)c2cc(NS(=O)(=O)c3cn(C)cn3)ccc2O[C@H]1CN(C)S(=O)(=O)c1cn(C)cn1
    -9 | 4
C[C@@H]1CN([C@H](C)CO)C(=O)c2cccc(NS(=O)(=O)c3ccccc3)c2O[C@@H]1CN(C)Cc1ccncc1
    -34 | -11
CNC[C@H]1Oc2ccc(NS(=O)(=O)c3c(C)noc3C)cc2CC(=O)N([C@@H](C)CO)C[C@@H]1C
    -13 | 2
COc1ccc(CN(C)C[C@@H]2Oc3c(NC(=O)Nc4cccc5ccccc45)cccc3C(=O)N([C@H](C)CO)C[C@@H]2C)cc1
    40 | -17
C[C@H](CO)N1C[C@H](C)[C@H](CN(C)C)Oc2ccc(NC(=O)Cn3cnnn3)cc2C1=O
    16 | 0
COc1ccc(S(=O)(=O)Nc2ccc3c(c2)C(=O)N([C@H](C)CO)C[C@H](C)[C@@H](CN(C)S(C)(=O)=O)O3)cc1
    -16 | 7
C[C@@H]1CN([C@H](C)CO)C(=O)Cc2cc(NC(=O)CCCCCC(=O)Nc3ccccc3N)ccc2O[C@H]1CN(C)C
    -23 | 10
C[C@@H]1CN([C@@H](C)CO)C(=O)c2cc(NS(=O)(=O)c3cn(C)cn3)ccc2O[C@@H]1CN(C)Cc1ccc(C(F)(F)F)cc1
    5 | 0
CNC[C@H]1OCCCC[C@@H](C)Oc2ccc(NS(=O)(=O)c3ccc(Cl)cc3)cc2C(=O)N([C@H](C)CO)C[C@@H]1C
    9 | 8
C[C@@H]1CN([C@@H](C)CO)C(=O)Cc2cc(NC(=O)Nc3cccc4ccccc34)ccc2O[C@@H]1CN(C)Cc1ccc(Cl)c(Cl)c1
    65* | -62
C[C@@H]1CN([C@@H](C)CO)C(=O)Cc2cc(NS(=O)(=O)c3ccccc3)ccc2O[C@@H]1CN(C)CC1CC1
    2 | 6
C[C@H](CO)N1C[C@H](C)[C@H](CN(C)S(=O)(=O)c2ccccc2)OCc2cn(nn2)CCCC1=O
    -22 | 8
C[C@@H]1CN([C@H](C)CO)C(=O)Cc2cc(NC(=O)Nc3cccc4ccccc34)ccc2O[C@@H]1CN(C)S(C)(=O)=O
    0 | 6

2 of these compounds in a different format:
> C[C@@H]1CN([C@@H](C)CO)C(=O)Cc2cc(NS(=O)(=O)c3ccccc3)ccc2O[C@@H]1CN(C)CC1CC1
  T cruzi intra: 2
  INS-1E ATP HTS: 6
> C[C@H](CO)N1C[C@H](C)[C@H](CN(C)S(=O)(=O)c2ccccc2)OCc2cn(nn2)CCCC1=O
  T cruzi intra: -22
  INS-1E ATP HTS: 8
